Screens (PubChem BioAssay)
BAZ2B block = blocks human BAZ2B. Q9UIF8. AlphaScreen BAZ2B-H3K14Ac peptide displacement. Potency, µM (doses to about 114 µM), for inactives: at the top dose activity change, negative = inhibition, hits mostly inhibitors. 4.4% of 360,000 active; further: potency means the concentration at half of the fitted maximal effect; on the % scale 0 is the no-effect control and ±100 the full control effect; nearly all actives have a fitted effect of over 60% in size
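AlphaScreen displacement: compounds (up to 110uM) incubated 30 min at room temperature with a preformed 50 nM BAZ2B/50 nM biotinylated H3K14Ac peptide complex in PBS pH 7.4 with Tween-20. Donor and acceptor beads at 10 ug/mL final added, 20 min light-protected before reading.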
PI4K2A block = inhibitors of human PI4K2A | 0.13% of 420,000 active | AID 1346378 | activity change, negative = inhibition, % at 76.9 µM | Q9BTU6 | purified PI4K2A, ADP-Glo luminescence, 1 h; active compounds read low; in the data active means activity change below about -50%; inconclusive means mostly about -30% to -49%;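 further: -100% = wells without enzyme as full effect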
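In this quantitative HTS, ADP production by PI4K2A was quantified luminescently after 1 h at ambient temperature; 100 microM adenosine served as plate-quality control.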
G9a inh = inhibitors of human histone lysine methyltransferase G9a; Q96KQ7; G9a H3K9 monomethylation, AlphaScreen, 2 h; Potency, µM (top dose mostly 102 µM), inactives show top-dose activity, negative = inhibition, most hits filed as inhibitors; 8.8% of 350,000 active; AID 504332; further: potency means the concentration at half of the fitted maximal effect; on the % scale 0 is the no-effect control and ±100 the full control effect; nearly all actives have a fitted effect of over 75% in size
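Step 1: enzyme (final 20 nM) with compound, 15 min RT. Step 2: substrate peptide 500 nM and SAM 20 uM, 2 h RT. Step 3: anti-H3K9me1 antibody and AlphaScreen beads, 10 min, then plate read.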
HP1b binding inh = inhibitors of HP1-beta chromodomain binding to methylated histone tails | AlphaScreen HP1-beta / biotin-H3K9me3 peptide binding | P83916 | 0.56% of 390,000 active | Potency, µM (series often up to 114 µM), for inactives: at the top dose activity change, negative = inhibition, most hits filed as inhibitors; further: potency means the concentration at half of the fitted maximal effect; nearly all actives have a fitted effect of over 70% in size; inactives centre near 23
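Compound inhibition of the preformed complex between 50 nM HP1-beta and 50 nM biotinylated H3K9me3 peptide was read by AlphaScreen. Buffer was PBS pH 7.4 with 0.01% Tween-20. Incubations ran 30 min at room temperature, with 10 ug/mL donor/acceptor beads.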
PGK inhibitor = blocks T. brucei phosphoglycerate kinase | P07378 | Potency, µM (highest dose often 57.5 µM), for the others: top-dose activity change, negative = inhibition, actives largely listed as inhibitors | PGK/GAPDH coupled, Kinase-Glo luminescence, 60 min | 0.043% of 380,000 active; further: potency means the concentration at half of the fitted maximal effect; on the % scale 0 is the no-effect control and ±100 the full control effect; nearly all actives have a fitted effect of over 60% in size
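Recombinant glycosomal PGK reaction used 1,3-bisphosphoglycerate generated in-well by GAPDH (100nM final) in 100mM TEA pH 7.6, 5mM MgCl2, 0.01% Tween-20. After 60 minutes at room temperature, ATP was read by Kinase-Glo Plus luminescence end-point.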
JMJD2A Tudor inh = blocks the human JMJD2A Tudor domain; 4.4% of 390,000 active; AID 504339; AlphaScreen JMJD2A-Tudor / H3K4me3 peptide binding; O75164; Potency, µM (titrated, usually from 114 µM), for the others: top-dose activity change, negative = inhibition, actives largely listed as inhibitors; further: potency means the concentration at half of the fitted maximal effect; on the % scale 0 is the no-effect control and ±100 the full control effect; nearly all actives have a fitted effect of over 50% in size
ERG-DNA inh = blocks human ERG Ets domain binding to DNA. fluorescence polarization, His-ERG Ets domain / labelled DNA. Potency, µM (series often up to 76.9 µM), inactives show top-dose FP activity, negative = inhibition, most hits filed as inhibitors. 0.028% of 370,000 active. AID 624246; active means well fitted inhibition curve with a large enough effect in the polarisation, with a control signal flat; inconclusive means small, poorly fitted or top-dose-only effect, or effect the other way, or a change in a side signal; inactive means no such curve, though single readings can be large or run the other way; the % refers to the polarisation;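 further: polarization taken with two DNA probes labelled with fluorescein and Texas red; potency means the concentration at half of the fitted maximal effect; % of control where 0% means no effect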
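His-tagged ERG Ets domain (1 uM in the protein solution; 300mM KCl, 50mM Tris-HCl, 1mM EDTA, 1mM DTT, pH 7.5) received compound, then a probe mix of 5 nM fluorescein-DNA and 100nM Texas-615-DNA. Fluorescence polarization was read for both dyes.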
Pin1 inh = inhibitors of human Pin1. AID 504891. Q13526. Pin1 FP peptide displacement, HiFluor488, 10 min. 0.009% of 390,000 active. Potency, µM (top dose mostly 115 µM), for inactives: at the highest dose activity, negative = inhibition, most hits filed as inhibitors; active means well fitted inhibition curve with a large enough effect in the polarisation, with a control signal flat, not every such curve was filed as active; inconclusive means small, poorly fitted or top-dose-only effect, or effect the other way, or a change in a side signal; inactive means no such curve, though single readings can be large or run the other way; the % refers to the polarisation; further: potency means the concentration at half of the fitted maximal effect; on the % scale 0 is the no-effect control and ±100 the full control effect
GLS inhibitor = glutaminase GLS (human) inhibition; GLS enzymatic activity, qHTS titration; 0.21% of 410,000 active; Potency, µM (series often up to 45.5 µM), without a hit: at the top dose activity change, negative = inhibition, actives largely listed as inhibitors; further: potency means the concentration at half of the fitted maximal effect; on the % scale 0 is the no-effect control and ±100 the full control effect
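Assay buffer: 45 mM KH2PO4 pH 8.2, 0.02% Tween-20. hKGA acts on L-glutamine (1 mM solution added); product glutamate is reported by an oxidase/peroxidase Amplex Red coupling, with fluorescence taken at baseline and 30 min.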
* marks the source's active call; other numbers are inactive results; i = inactive; ? = inconclusive; . = not tested or not shown; [ ] = remark or other dose. Unless noted, the call rests on the fitted dose curve; in most records, active means well fitted curve in the direction sought with a large enough effect; inconclusive means small, poorly fitted or top-dose-only effect, or another doubt; inactive means no such curve, though single readings can be large; an effect the other way counts as inactive or inconclusive. Rows were taken by chance. Share with any hit: about 11%.

ERG-DNA inh	JMJD2A Tudor inh	Pin1 inh	PGK inhibitor	HP1b binding inh	BAZ2B block	G9a inh	PI4K2A block	GLS inhibitor	molecule
-4%	-9%	0%	.	5%	?	-35%[59 µM]	5	1%	CCOC(=O)c1cnc2ccc(C(=O)OC)cc2c1Nc1ccc2c(c1)OCCO2
6%	-4%	17%	-10%	21%	14%	5%[12.7 µM]	-13	-2%	CCOc1ccccc1NC(=O)c1ccc2[nH]c(C)c(C)c2c1
-4%	-6%	-5%	-10%	51%[activator]	22%	23%[59 µM]	17	9%	O=C(O)CCSc1nnc(-c2ccc3c(c2)OCO3)o1
1%	-23%	-7%	.	16%	9%	-38%[12.7 µM]	-3	6%	O=C(c1ccc(S(=O)(=O)N2CCCCCC2)cc1)N1CCN(c2ccccn2)CC1
1%	-11%	-3%	i	32%	-15%	30%	0	?	Cc1cc(C)nc(N/N=C/c2ccc(N3CCOCC3)cc2)n1
-10%	?	-12%	-1%	6%	?	50µM*	0	-4%	CCN(CC)CCn1c(NCc2ccc(C)o2)nc2ccccc21
0%	-19%	6%	3%	12%	20%	7%[2.33 µM]	0	9%	Cc1ccc(C)c(NC(=O)C2CCC(C)(C(=O)O)C2(C)C)c1 (stereo unspecified)
-5%	-5%	-23%	i	18%	-1%	14%	1	-7%	CC(C)C(NC(=O)c1c(F)cccc1F)C(=O)NC1CC(C)(C)NC(C)(C)C1 (stereo unspecified)
6%	-1%	-2%	1%	27%	1%	?	-2	-7%	Cc1c(NC(=O)COC(=O)c2ccc[nH]c2=O)c(=O)n(-c2ccccc2)n1C
1%	?	-1%	i	-13%	?	-39%[12.7 µM]	8	6%	Cc1cc(/C=N/n2cnnc2)c(C)n1-c1ccc(Cl)cc1Cl
1%	11%	-6%	0%	31%	1%	57%[activator]	-1	-6%	COc1ccccc1CCC(=O)OCC(=O)NC1CCCCC1
4%	-16%	-2%	i	9%	-27%	-21%	0	-1%	Cc1oc2cc3oc(=O)c(CC(=O)NCCCC(=O)O)c(C)c3cc2c1C
1%	3%	-1%	11%	28%	4%	-5%	0	-6%	O=C(NCCS(=O)(=O)N1CCc2ccccc2C1)c1ccccc1
1%	-2%	6%	-7%	-12%	9%	-8%	-6	0%	COCCN(CCOC)C(=O)CN1C(=O)NC(Cc2c[nH]c3ccccc23)C1=O (stereo unspecified)
-9%	-3%	2%	-7%	37%	4%	6%[59 µM]	0	-1%	CC1CCCN(C(=O)Nc2ccc(Br)cc2Cl)C1 (stereo unspecified)
-7%	-3%	1%	-3%	22%	-4%	-5%	-11	2%	CCCCCn1c(N2CCC(C(N)=O)CC2)nc2c1c(=O)[nH]c(=O)n2C
4%	-35%	-1%	-9%	-6%	?	22µM*	-1	5%	CCN1CCN(c2ccc(S(=O)(=O)N3CCCCC3)cc2NC(=O)/C=C/c2ccc(OC)c(OC)c2)CC1
7%	50µM*	-8%	10%	?	50µM*	?	-13	-4%	CCOC(=O)C1Sc2[nH]c(=O)sc2C(c2ccc(Cl)cc2)C1C(=O)OCC (stereo unspecified)
6%	-21%	2%	.	15%	-7%	7%	0	-6%	O=C(/C=C/c1ccc(S(=O)(=O)N2CCOCC2)cc1)NCc1ccccc1
-5%	56µM*	-18%	-2%	?	-8%	?	2	-30%	Cc1ccc(C2CC(=O)N3CN(Cc4ccco4)CSC3=C2C#N)cc1 (stereo unspecified)
1%	41%[activator]	?	11%	28%	-3%	-43%	5	-2%	O=C1CCCC2=C1C(Cc1ccccc1)C1=C(CCCC1=O)O2
4%	-20%	10%	0%	27%	6%	3%[59 µM]	-5	7%	N#C/C(=C/c1ccc(F)cc1)c1nc(CCN2C(=O)c3ccccc3C2=O)cs1
-3%	-30%[57.1 µM]	-12%	3%	?	?	8.9µM*	-7	17%	O=[N+]([O-])c1cccc(C(=S)N2CCN(c3ccccc3)CC2)c1
10%	-6%	1%	0%	19%	8%	-35%	-1	12%	O=C(CCn1c(=O)c2ccccc2n(CC(=O)N2CCN(c3ccccc3)CC2)c1=O)NCc1ccco1
5%	-11%	-8%	i	52%[activator]	2%	?	2	5%	COC(=O)C1(C)Nc2ccccc2C(=O)N1c1ccccc1OC (stereo unspecified)

2 entries picked at random from those above:
ERG-DNA inh	JMJD2A Tudor inh	Pin1 inh	PGK inhibitor	HP1b binding inh	BAZ2B block	G9a inh	PI4K2A block	GLS inhibitor	molecule
0%	-19%	6%	3%	12%	20%	7%[2.33 µM]	0	9%	Cc1ccc(C)c(NC(=O)C2CCC(C)(C(=O)O)C2(C)C)c1 (stereo unspecified)
-10%	?	-12%	-1%	6%	?	50µM*	0	-4%	CCN(CC)CCn1c(NCc2ccc(C)o2)nc2ccccc21

Continuation.
ERG-DNA inh	JMJD2A Tudor inh	Pin1 inh	PGK inhibitor	HP1b binding inh	BAZ2B block	G9a inh	PI4K2A block	GLS inhibitor	molecule
8%	23%	-7%	-8%	34%[57 µM]	2%	-25%[59 µM]	0	20%	CN1CCN(Cc2c(O)ccc3cc(-c4ccccc4)c(=O)oc23)CC1
-4%	29%	-9%	-1%	73%[activator]	12%	?	-9	21%	COc1cccc(C(=O)OCC(=O)c2ccc(Br)s2)c1OC
-3%	-10%	1%	2%	22%	3%	10%[59 µM]	3	-3%	CCCCC(CC)CNC(=O)CCS(=O)(=O)c1cccc2nonc12 (stereo unspecified)
-2%	-4%	-1%	7%	13%	-32%	-9%	-1	-3%	COc1ccccc1P(=O)(c1ccccc1)c1ccc([N+](=O)[O-])cc1 (stereo unspecified)
-1%	-10%	-2%	5%	-4%	4%	15%	-2	8%	C=CCOc1ccc(/C=N/NC(=O)C(=O)N2CCCCCC2)cc1OC
13%	-22%	30%	-4%	29%	-34%	?	2	-8%	Cc1cc(C)cc(C(=O)NC(CC(N)=O)c2ccc(NC3CCCCCCC3)c([N+](=O)[O-])c2)c1 (stereo unspecified)
0%	-17%	-2%	-1%	18%	-3%	-14%[59 µM]	-2	4%	CC(=O)Nc1ccc(OCC(O)CN2C(C)CCCC2C)cc1 (stereo unspecified)
2%	-18%	7%	i	77%[activator]	5%	.	-2	-2%	CC(C)c1ccc(CNCCCSc2ncccn2)cc1
16%	-25%	0%	i	17%	-34%	?	1	-8%	Cc1ccc(OCCCC(=O)Nc2ccc(S(=O)(=O)Nc3cc(C)nc(C)n3)cc2)cc1
0%	-15%	-4%	i	59%[activator]	-4%	-3%	-5	-5%	Cc1cc(NC(=O)CCC(=O)N(CC(=O)NCC2CCCO2)c2ccc(Cl)c(Cl)c2)no1 (stereo unspecified)
2%	-4%	6%	8%	-1%	-2%	?	0	1%	CCCc1nnc(SCC(=O)Nc2nc(C)cs2)n1CCOC
7%	-23%	-2%	i	23%	2%	.	-1	17%	COc1ccc(-c2[nH]ncc2CN(CCO)CC23CC4CC(CC(C4)C2)C3)c(OC)c1
-3%	-35%	.	-13%	-7%	?	?	-3	?	COc1ccc(Br)cc1[C@@H]1Nc2ccc(C(=O)O)cc2[C@@H]2C=CC[C@@H]21
-3%	-6%	27%	3%	24%	-5%	2%[59 µM]	-1	-17%	COc1cc(OC)cc(C(=O)NCc2ccc3c(c2)CCN3C(=O)c2ccccc2)c1
-23%	-30%	?	10%	-1%	-9%[57.1 µM]	-44%[59 µM]	1	-7%	Cc1ccc(-n2ncc(C(=O)Nc3ccc4c(c3)OCCO4)c2C2CCN(C(=O)OC(C)(C)C)CC2)cc1
7%	-33%	?	-10%	46%[activator]	-9%	11%[0.501 µM]	3	7%	C=CCNC(=O)c1onc(CSc2ccc(OC)cc2)c1C(=O)O
2%	-12%	2%	i	8%	-2%	-11%[59 µM]	-2	3%	CSc1nnc(C)c(=O)n1COC(=O)c1ccc(S(=O)(=O)N2CCCC2)cc1
-1%	-13%	?	4%	?	-37%	13µM*	-1	8%	CC(=O)Nc1ccc(S(=O)(=O)c2cc(O)ccc2O)cc1
-1%	-22%	-11%	-5%	18%	?	.	-4	1%	CCOC(=O)N1CCC(NC(=O)CS(=O)Cc2nc(-c3ccc(OC)c(OC)c3)oc2C)CC1 (stereo unspecified)
-9%	?	-2%	-9%	-6%	?	-47%	-3	-6%	COC(=O)c1ccc(NC(=S)N2CCN(Cc3cccc(C)c3)CC2)cc1
-4%	?	-6%	3%	35%[activator]	?	.	-3	2%	O=C(NC(=S)Nc1ncccn1)c1ccccc1Br
-5%	-30%	4%	-6%	12%	-4%	?	-5	-1%	Cc1cc(C(=O)CN2CCC(C)CC2)c(C)n1-c1ccc(F)cc1
3%	30%	3%	-9%	62%[activator]	72%[activator]	30%[59 µM]	11	-4%	O=C(/C=C/c1c(F)cccc1Cl)c1ccc(F)cc1
-11%	-30%	13%	-8%	50%[activator]	-9%	0%[59 µM]	1	16%	N#Cc1ccccc1NC(=O)C(=O)NCC(c1cccnc1)N1CCN(c2ccccc2)CC1 (stereo unspecified)
-3%	1%	4%	i	33%	9%	?	0	-1%	O=S(=O)(c1ccc(Br)s1)N1CCN(CCOc2ccccc2)CC1
-8%	-6%	-2%	-4%	25%	-2%	-13%[59 µM]	6	-1%	COc1cccc(C(C(=O)NC(C)(C)C)N(C(=O)CCC(=O)Nc2cc(C)on2)C2CC2)c1OC (stereo unspecified)
10%	-14%	-1%	5%	1%	.	-2%	-1	5%	CCN(CC(=O)NCc1ccc(Cl)cc1)S(=O)(=O)c1ccc(NC(C)=O)cc1
